Screening results: PubChem BioAssay, several laboratories
hgDAF-12 ag: H. glycines DAF-12 receptor agonists, primary screen, cell-based, luminescence, HEK293, GAL4 fusion, UAS-luciferase | activation, % at 6.8 µM | HEK293 GAL4-hgDAF12 UAS-luciferase reporter, agonist luminescence; normalized to butyrate control | 1.8% of 370,000 active;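 active means activation above a cutoff set at the mean of all screened compounds plus 3 SD, cut at about 10% in these data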;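 further: 0% = DMSO wells and 100% = sodium butyrate wells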
NPR1 activator: GC-A stimulated cGMP production enhancers – HEK293 GC-A cells, cGMP TR-FRET, EC30 ANP, primary screen; Atrial natriuretic peptide receptor 1 (Homo sapiens), P16066; 0% at EC30 ANP, 100% saturating ANP; activation, % at 10 µM; 0.14% of 370,000 active; AID 1671463, 2021; in the data active means activation above about 40%
Target sequence (P16066 whole entry, looked up): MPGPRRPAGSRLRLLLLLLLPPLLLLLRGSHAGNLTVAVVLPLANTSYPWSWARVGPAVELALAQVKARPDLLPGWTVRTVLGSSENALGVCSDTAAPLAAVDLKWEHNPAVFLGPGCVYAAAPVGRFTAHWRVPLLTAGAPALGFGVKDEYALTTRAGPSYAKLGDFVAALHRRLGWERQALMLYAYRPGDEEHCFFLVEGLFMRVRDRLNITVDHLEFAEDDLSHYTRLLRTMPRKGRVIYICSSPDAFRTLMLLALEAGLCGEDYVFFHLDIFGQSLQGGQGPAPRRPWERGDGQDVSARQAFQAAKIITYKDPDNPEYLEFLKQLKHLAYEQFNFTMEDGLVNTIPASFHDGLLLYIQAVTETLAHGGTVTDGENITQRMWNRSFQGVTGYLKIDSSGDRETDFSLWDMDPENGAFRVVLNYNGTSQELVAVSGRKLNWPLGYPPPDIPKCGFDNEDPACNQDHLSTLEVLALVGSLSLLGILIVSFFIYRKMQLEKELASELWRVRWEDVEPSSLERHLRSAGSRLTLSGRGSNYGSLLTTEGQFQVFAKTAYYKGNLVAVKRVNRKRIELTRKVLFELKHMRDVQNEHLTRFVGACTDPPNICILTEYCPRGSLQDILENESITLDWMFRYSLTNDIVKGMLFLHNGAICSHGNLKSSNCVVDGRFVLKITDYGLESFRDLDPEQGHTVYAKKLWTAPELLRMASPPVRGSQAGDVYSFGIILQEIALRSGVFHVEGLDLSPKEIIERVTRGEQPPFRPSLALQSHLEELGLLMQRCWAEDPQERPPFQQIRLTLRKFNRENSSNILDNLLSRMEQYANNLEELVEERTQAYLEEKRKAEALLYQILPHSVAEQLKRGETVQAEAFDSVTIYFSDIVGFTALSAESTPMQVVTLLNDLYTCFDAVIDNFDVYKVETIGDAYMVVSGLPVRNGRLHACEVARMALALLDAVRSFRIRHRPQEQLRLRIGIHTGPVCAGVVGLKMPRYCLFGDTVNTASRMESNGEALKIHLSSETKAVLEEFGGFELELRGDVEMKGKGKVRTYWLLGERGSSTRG
hcDAF-12 act: H. contortus DAF-12 nuclear receptor activators, primary screen, cell-based, luminescence, HEK293, lit1-tk-luc reporter | HEK293 hcDAF-12 lit1-tk-luc reporter; 0% DMSO, 100% Δ7-dafachronic acid | activation, % at 6.8 µM | 1.4% of 370,000 active | AID 652067, 2013;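 active means activation above the mean of all tested compounds plus 3 SD, cut at about 5.5% in these data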;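 further: 100% = response to 3 µM Δ7-dafachronic acid high control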
GC-B act: human GC-B receptor activators, primary screen, HEK293 GC-B cells, cGMP TR-FRET, EC30 CNP; 0% at EC30 CNP, 100% saturating CNP; Atrial natriuretic peptide receptor 2 (Homo sapiens), P20594; AID 1920062, 2024; activation, % at 10 µM; 0.11% of 370,000 active;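 active means activation at 10 µM reaching about 35% in either raw or pattern-adjusted values, limit read from the data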
ssDAF-12 act: S. stercoralis DAF-12 nuclear receptor activators, primary screen, cell-based, luminescence, HEK293, GRIP1 co-expression, lit1-tk-luc. HEK293 ssDAF-12/GRIP1 lit1-tk-luc reporter; % of 3 µM dafachronic acid response. activation, % at 6.8 µM. 1% of 370,000 active. AID 652126, 2013;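 active means activation above the mean over all tested compounds plus 3 SD, cut at about 0.9% in these data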;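 further: 0% = DMSO-only wells and 100% = 3 µM delta7-dafachronic acid wells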
DAX1 inh-1: DAX1 (NR0B1) inhibitors, primary screen, cell-based, HEK293, Gal4-DAX1, luciferase luminescence; HEK293 Gal4-DAX1 luciferase reporter; inhibition, % at 6.75 µM; AID 504766, 2011; 0.99% of 340,000 active; Nuclear receptor subfamily 0 group B member 1 (Homo sapiens), P51843;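 active means inhibition above the mean over all tested compounds plus 3 SD, cut at about 4.2% in these data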;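 further: 0% = DAX1-transfected cells with DMSO and 100% = empty-vector control cells with DMSO; inhibition shows as a rise in luminescence from relieved DAX1 repression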
DAX1 inh-2: DAX1 (NR0B1) inhibitors on StAR promoter, primary screen, cell-based, luminescence, SF-1 (NR5A1), full-length DAX-1. AID 652010, 2013. HEK293T StAR-luciferase reporter, SF-1/DAX-1 repression relief. 1.1% of 370,000 active. inhibition, % at 6.8 µM;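 active means inhibition above the mean over all tested compounds plus 3 SD, cut at about 3.6% in these data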;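 further: 0% = DAX-1 cells with DMSO and 100% = cells lacking DAX-1 with DMSO; higher inhibition means more luminescence from relief of DAX-1 repression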
KLK7 zymogen act: proKLK7 zymogen activators, primary screen, biochemical, fluorescence intensity. purified proKLK7, EDANS-DABCYL substrate fluorescence; 100% is mature enzyme control, 0% vehicle. activation, % at 7 µM. 0.9% of 370,000 active;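 active means activation above the mean of all tested compounds plus 3 SD, computed per campaign excluding outliers beyond control limits, cut at about 13% in these data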
GAA850 FXN act: FXN promoter activators, primary screen, cell-based, luciferase luminescence, HEK293 lucGAA850 | 0.56% of 360,000 active | HEK293 lucGAA850 FXN promoter luciferase reporter, 24 h; percent of 10 µM SAHA response | activation, % at 6 µM | AID 540364, 2011;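 active means activation above the average of all compounds screened plus 3 SD, cutoff fixed separately per campaign, cut at about 7.5% in these data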;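 further: 0% = DMSO wells and 100% = 10 µM SAHA wells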
HGIII-sPLA2 inh: human group III sPLA2 inhibitors, primary screen, biochemical, QFRET, BODIPY PC-A2 liposome substrate; AID 743126, 2013; inhibition, % at 12.2 µM; Group 3 secretory phospholipase A2 (Homo sapiens), Q9NZ20; 0.56% of 370,000 active; QFRET BODIPY PC-A2 liposome hydrolysis, fluorescence;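 active means inhibition above mean plus 3 SD of compounds lying within the high and low control bounds, cut at about 19% in these data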;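 further: 0% = median of test compound wells and 100% = no enzyme DMSO wells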
SMARCA2 activ: SMARCA2 (BRM) function activators, primary screen, cell-based, luminescence, high throughput. MG213 cells, MMTV-luciferase reporter, dexamethasone, overnight. 1% of 370,000 active. activation, % at 9.1 µM; in the data active means activation above about 7.8%;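 further: 0% = vehicle wells and 100% = reference activator wells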
* hit, by the source's call; x = no result given. Compounds as they come; 6.7% or so of the library scored in one or more.

SMILES | hgDAF-12 ag | NPR1 activator | hcDAF-12 act | GC-B act | ssDAF-12 act | DAX1 inh-1 | DAX1 inh-2 | KLK7 zymogen act | GAA850 FXN act | HGIII-sPLA2 inh | SMARCA2 activ
CC(C)(C)c1cc(NC(=O)C2(C)CCN2C(=O)C2(c3ccccc3)CCCC2)no1 (stereo unspecified) | 1.2 | -3.9 | 1.4 | -0.3 | -0.9 | x | 0.3 | -0.8 | -1.1 | -0.3 | 1.0
Cn1c2ccccc2c(=O)c2c(=O)n(C3CCCCCC3)c(C3CCCCC3)nc21 | -0.6 | 0.3 | -1.9 | -2.8 | -0.9 | -1.0 | -0.3 | -0.2 | -1.6 | -2.8 | -1.9
COc1ccc(NS(=O)(=O)/C=C/c2ccccc2)cc1 | 2.2 | -3.7 | -1.1 | 0.2 | -0.2 | 2.6 | 0.7 | 0.8 | -0.9 | -13.0 | 8.6*
Cc1cccc(OCC(=O)Nc2ccc3oc(=O)ccc3c2)c1 | -0.5 | 0.5 | -2.3 | 2.7 | -0.9 | 1.6 | 0.2 | 3.2 | -1.9 | -2.1 | -2.3
O=C(COc1ccccc1)NC(=S)Nc1cccc2c(O)cccc12 | -1.2 | -9.2 | -2.5 | 3.0 | -0.3 | 1.0 | 0.0 | -1.1 | -1.2 | -12.4 | 2.5
COc1ccccc1Nc1n[nH]c(=S)s1 | 4.7 | -3.9 | -2.1 | 0.4 | -1.1 | -1.4 | 1.7 | 1.1 | 1.6 | 11.4 | -3.3
COC(=O)[C@H](C(C)C)N(Cc1ccccc1)S(=O)(=O)CCN1CCN(c2ccccc2)CC1 | -0.9 | 2.8 | -0.5 | -3.5 | -1.6 | -1.6 | -0.3 | 0.0 | -0.6 | -0.9 | -4.8
O=C1[C@@H](c2ccccc2)[C@@H](c2ccccc2)N1c1cccnc1 | -0.3 | 1.0 | -1.8 | 0.3 | -1.3 | -0.7 | 1.5 | -0.2 | -3.0 | 9.8 | -1.7
Cc1ccc(CONC(=O)c2ccccc2Cl)cc1 | 5.7 | 2.2 | 1.1 | 1.9 | -0.3 | 0.1 | 1.3 | -0.2 | 2.8 | 4.8 | -0.4
Cc1nc2cc(-c3ccc(Cl)cc3)nn2c(C)c1CCC(=O)NC(C)c1ccc2c(c1)OCCO2 (stereo unspecified) | -7.0 | -2.0 | -5.7 | -0.9 | -2.8 | -0.9 | -2.3 | -13.1 | -10.9 | -1.7 | -7.1
CCn1c(CNS(=O)(=O)c2ccc(Cl)cc2)n[nH]c1=S | 0.6 | -0.1 | -1.6 | 4.8 | -1.6 | 0.0 | 0.2 | -0.1 | -0.6 | 10.4 | -2.2
CCCCN(Cc1nc2ccccc2c(=O)[nH]1)C(=O)CN1C(=O)NC2(CCCCC2)C1=O | -1.6 | 0.2 | -0.7 | -4.5 | -0.5 | 1.3 | -0.4 | -0.5 | 0.7 | -2.8 | -1.9
COCCCNC(=O)C1CC(=O)N(C2CCCC2)C1 (stereo unspecified) | -0.3 | 1.9 | -1.3 | 4.0 | -1.1 | 1.8 | -0.2 | -0.2 | -4.1 | 18.3 | -2.6
COc1ccccc1NC(=O)c1cc(C)nc2ccccc12 | -1.3 | -1.6 | -0.9 | -3.6 | -1.1 | 1.7 | -0.7 | -0.4 | 0.3 | 5.1 | -3.9
Cc1cc2[nH]c(=S)[nH]c2cc1C | 5.0 | 0.5 | 2.5 | -5.8 | -0.9 | 1.6 | -0.8 | -0.8 | 4.4 | 2.2 | -1.1
COc1ccc(NC(=O)COc2ccc(S(=O)(=O)N3CCOCC3)cc2C)cc1OC | 1.2 | -9.3 | -1.0 | -2.9 | -1.0 | -1.0 | -0.6 | -1.0 | 1.6 | 8.3 | -1.7
CC(=O)c1ccc(NC(=O)C(C)OC(=O)c2ccc3c(c2)nc(C)n3-c2ccccc2)cc1 (stereo unspecified) | 3.8 | -1.6 | 1.7 | 4.9 | -1.1 | -1.1 | -0.3 | 0.2 | 3.7 | -25.3 | -0.5
CCOC(=O)/C(=C\C=C\N1CCOCC1)C(C)=O | 1.9 | -2.0 | 0.3 | -5.2 | -1.3 | 0.3 | 0.2 | 0.2 | 3.9 | -4.0 | 0.9
Cc1ccc2c(N)c(C(=O)c3ccccc3)sc2n1 | 7.2 | -4.6 | 0.8 | -3.0 | 0.8 | 2.0 | -0.5 | 1.1 | 2.8 | -5.8 | 0.8
O=C(COc1ccc(-n2cnnn2)cc1)N1CCN(c2ccc(F)cc2)CC1 | -2.9 | -0.9 | -1.8 | -6.9 | -0.5 | 2.6 | -0.5 | -0.7 | 4.8 | 1.6 | -1.1
Oc1ccc(/C=N/N(c2ccccc2)c2ccccc2)cc1O | -1.4 | -5.1 | 1.4 | -8.1 | -0.6 | 0.8 | -1.2 | -1.5 | 2.0 | 16.5 | -2.6
CCCC(=O)Nc1nc(C(=O)OCC)cs1 | -1.5 | 3.1 | 1.0 | 4.3 | -1.5 | -0.5 | 0.7 | 1.0 | 1.4 | -2.5 | 1.4
CC(=O)c1ccc(OCC(=O)OC(C)C(=O)NC2CCCCC2)cc1 (stereo unspecified) | 2.3 | 2.1 | -0.6 | -2.3 | -0.3 | -0.2 | 2.0 | -0.3 | 2.3 | 2.2 | -0.5
CC(C)CCOCC(=O)Nc1cccc(C(=O)O)c1 | 12.0* | -2.0 | 3.5 | -4.7 | -0.5 | -1.7 | 3.3 | -0.3 | 3.5 | 0.1 | 3.1
Cc1ccc(C(O)c2ncc(-c3ccc(Cl)cc3)[nH]2)cc1 (stereo unspecified) | 6.4 | -1.9 | 0.1 | 2.8 | -0.8 | x | -0.3 | -1.1 | -0.3 | -11.7 | 2.4
CN(C)S(=O)(=O)c1ccc(Cl)c(C(=O)Nc2cccc3ncccc23)c1 | -2.2 | 2.9 | -2.1 | 3.0 | -1.0 | 0.3 | -0.1 | 0.4 | -1.2 | 2.5 | -0.2
O=C(c1ccc2c(c1)OCO2)N1CCC(Oc2cccnc2)CC1 | 1.2 | 5.6 | -1.9 | 2.6 | -1.2 | x | -1.4 | 0.3 | x | 12.3 | -1.7
COc1ccc(C2C=C(c3ccccc3)Nc3nc(CCCO)nn32)cc1 (stereo unspecified) | -0.6 | x | -2.4 | x | -1.0 | x | -0.1 | 12.1 | x | 0.6 | -2.3
O=C(NCC(=O)N(c1ccc(Cl)cc1)C(C(=O)NC1CCCC1)c1ccncc1)c1ccco1 (stereo unspecified) | 0.4 | 2.2 | 0.0 | -8.1 | -1.2 | 2.2 | -0.2 | -0.5 | -2.0 | -5.8 | -3.7
OCCCNc1nc(-c2ccc(Cl)cc2)nnc1-c1ccc(Br)cc1 | -2.4 | 9.3 | -3.3 | 4.8 | -1.7 | 0.6 | 0.0 | 0.1 | 3.4 | -19.8 | -2.9
COc1cccc(S(=O)(=O)N(C)C[C@@H]2OCc3cnnn3CCCC(=O)N([C@H](C)CO)C[C@@H]2C)c1 | -0.4 | 2.3 | -0.5 | 3.0 | -1.3 | 2.7 | -0.7 | -0.5 | 0.5 | 3.6 | -3.8
N#Cc1cnn2ccc(-c3cc(N4CCOCC4)ccc3[N+](=O)[O-])nc12 | 1.5 | 7.2 | 0.3 | 1.6 | -1.9 | -0.4 | -0.7 | -0.5 | 3.6 | -4.9 | -1.5
COc1cccc(NC(=O)C2C3CC4OC(=O)C2C4C3)c1 (stereo unspecified) | -1.2 | 1.7 | -0.9 | 3.8 | -0.5 | 1.5 | -0.6 | 0.4 | 0.3 | 3.9 | 2.6
Cc1ccc2nc(-c3ccc(NC(=O)COC(=O)c4ccc(Br)o4)cc3)sc2c1 | 27.5* | 7.7 | 17.7* | -4.3 | 3.0* | 5.7* | 6.6* | -1.5 | 1.3 | 13.8 | 9.3*
CCc1cccc2c1NC(=O)C2=O | 0.9 | -0.3 | 0.2 | 4.2 | -0.6 | -0.8 | 0.2 | 0.2 | 1.0 | 11.1 | -3.3
O=C(O[C@@H](C(=O)O)[C@@H](OC(=O)c1ccccc1)C(=O)O)c1ccccc1 | -1.4 | 0.0 | 1.0 | 1.1 | -0.4 | -0.2 | 0.1 | -0.1 | 0.2 | -0.2 | -3.9
COC(=O)c1cccc(CN2C(=O)C(C)Sc3cc(Cl)ccc32)c1 (stereo unspecified) | 5.7 | -14.1 | 1.2 | -9.6 | -1.1 | x | 0.3 | 0.3 | 4.0 | -1.8 | 2.6
O=C(COC(=O)c1cccc(S(=O)(=O)N2CCOCC2)c1)NCc1ccccc1 | 3.7 | 1.4 | -1.0 | 1.5 | 0.4 | 0.8 | -1.0 | 0.0 | -0.4 | 5.4 | 0.6
Cc1ccc(S(=O)(=O)NC2=NCN(C)CN2)cc1[N+](=O)[O-] | -2.4 | 1.9 | -1.9 | 2.0 | -1.2 | 0.2 | -2.0 | 0.3 | 1.2 | -1.7 | 1.0
CCOC(=O)N/N=C/c1ccc(OCCSc2ccc(Cl)cc2)c(OCC)c1 | -0.9 | -1.1 | -1.2 | 3.3 | -1.5 | -0.2 | -0.9 | -0.3 | -3.0 | 0.1 | -4.0
CCn1nnc2sc3c(c2c1=O)CCC(C)C3 (stereo unspecified) | 5.5 | -0.7 | -0.5 | -5.1 | -0.6 | -0.6 | 1.1 | 1.4 | 3.7 | 3.4 | 0.2
CCc1nn(C(C)C(=O)N2CCN(c3ccccc3)CC2)c(=O)c2cc3occc3n12 (stereo unspecified) | 1.4 | -9.2 | -2.2 | -9.9 | -1.3 | 1.0 | -2.0 | -0.2 | 0.2 | 7.6 | 0.9
O=C(CSc1ncn[nH]1)NCc1ccc2c(c1)OCO2 | 0.2 | 2.3 | 0.6 | -3.5 | -1.7 | 0.6 | 0.1 | 0.5 | 0.2 | -1.6 | -1.5
Cc1ccc(NC(=S)N2CCCC2)cc1Cl | 1.1 | -0.7 | 1.2 | 0.3 | -0.9 | 0.1 | 0.6 | -0.4 | 1.2 | 10.6 | 0.3
COC(=O)c1cc(NC(=O)CC2SCCNC2=O)cc(C(=O)OC)c1 (stereo unspecified) | -1.1 | -6.7 | 0.1 | 2.8 | -0.9 | 0.1 | 0.6 | 0.2 | 1.9 | 2.1 | 0.3
O=C(NCC(O)CO)c1ccc2[nH]c3ccccc3c2c1 (stereo unspecified) | -2.1 | 3.7 | -2.0 | -0.9 | -1.2 | 1.5 | -0.2 | 2.6 | 1.5 | -3.6 | 1.6
